FBW7 activator: human FBW7 E3 ligase activation, primary screen. AlphaScreen FBW7–phospho-cyclin E peptide binding, activator screen. normalized activity (activation), % at 26.1 µM. AID 1259310. hit rate 0.13% among 650,000; in the data active = normalized activity above about 1.9%;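 also: purified mutant Fbw7 with reduced substrate affinity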
MITF inh: human MITF inhibition, primary screen; inhibition, % at 2.6 µM; O75030; AlphaScreen MITF homodimerization, bead proximity signal; hit rate 0.91% among 650,000; AID 1259374; in the data active = inhibition above about 50%;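 also: 0% = vehicle wells with protein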
Target sequence (O75030 whole entry, looked up): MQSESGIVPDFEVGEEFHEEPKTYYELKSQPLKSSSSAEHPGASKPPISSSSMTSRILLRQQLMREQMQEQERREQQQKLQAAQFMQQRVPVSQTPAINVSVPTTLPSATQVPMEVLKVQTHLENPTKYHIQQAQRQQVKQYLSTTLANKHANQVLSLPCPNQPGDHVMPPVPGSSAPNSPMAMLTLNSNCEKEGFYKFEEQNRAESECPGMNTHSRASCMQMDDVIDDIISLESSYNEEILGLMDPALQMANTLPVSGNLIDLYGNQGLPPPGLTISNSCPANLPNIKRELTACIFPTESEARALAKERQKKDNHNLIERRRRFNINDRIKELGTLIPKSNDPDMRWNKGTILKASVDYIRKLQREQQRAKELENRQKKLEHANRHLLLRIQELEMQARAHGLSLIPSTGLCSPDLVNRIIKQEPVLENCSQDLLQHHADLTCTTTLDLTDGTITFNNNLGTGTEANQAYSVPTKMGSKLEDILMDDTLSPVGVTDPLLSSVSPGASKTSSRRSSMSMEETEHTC
GPR151 activ: human GPR151 activation; Q8TDV0; PathHunter beta-arrestin GPR151 cells, luminescence; activation, % at 11.2 µM; hit rate 1% among 650,000; AID 1508602; in the data active = activation above about 4.9%;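 also: 0% = median of compound wells and 100% = cells with positive control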
Target sequence (Q8TDV0 whole entry, looked up): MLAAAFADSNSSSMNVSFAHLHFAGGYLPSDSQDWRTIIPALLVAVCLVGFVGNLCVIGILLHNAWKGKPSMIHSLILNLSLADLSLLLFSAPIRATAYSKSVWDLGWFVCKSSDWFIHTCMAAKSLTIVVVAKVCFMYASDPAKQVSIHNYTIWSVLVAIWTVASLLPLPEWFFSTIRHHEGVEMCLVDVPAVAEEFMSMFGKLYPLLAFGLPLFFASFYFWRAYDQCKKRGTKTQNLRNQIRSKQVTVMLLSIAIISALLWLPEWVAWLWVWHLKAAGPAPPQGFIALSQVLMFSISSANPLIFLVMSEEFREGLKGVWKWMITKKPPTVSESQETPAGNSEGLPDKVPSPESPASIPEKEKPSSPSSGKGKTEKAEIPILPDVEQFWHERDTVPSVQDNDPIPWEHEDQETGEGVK
TEAD-YAP inh: TEAD-YAP interaction inhibition | HEK-TIYL cells, TEAD-Gal4/YAP UAS-luciferase luminescence | inhibition, % at 9.12 µM | hit rate 1.4% among 640,000 | AID 1259422; in the data active = inhibition above about 32%;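 also: 0% = median of test compound wells and 100% = reference inhibitor wells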
* hit, by the source's call; / = no result given; & = joins results of further samples. Compounds were not picked by outcome; 3.5% or so of the library scored in one or more.

mol	GPR151 activ	MITF inh	TEAD-YAP inh	FBW7 activator
O=S(=O)(c1ccc(Cl)cc1)N1CCc2ccccc2C1	-1.8	10	3	0.0
O=C1OC(c2ccc(Br)cc2)=N/C1=C\c1ccccc1C(F)(F)F	1.6	-5	-9	-0.1
COc1ccc2nc(SCC(=O)Nc3ccccc3I)[nH]c2c1	-1.4	-10	0	-0.1
O=c1c2ccccc2nc(/C=C/c2ccccc2)n1Cc1ccccc1	-1.3	0	-10	-0.1
CC1CN(C(=O)C2CCN(S(=O)(=O)c3cccc4nsnc34)CC2)CC(C)O1 (configuration not stated)	1.8	-1	13	0.1
CCOC(=O)C1=C(C)N=c2s/c(=C\c3cc(Br)c(N(CC)CC)cc3OC)c(=O)n2C1c1ccc(OC)cc1OC (configuration not stated)	0.4	-8	0	-0.1
O=C(Cn1c(C(F)(F)F)nc2ccccc21)N1CCCc2ccccc21	1.4	3	9	0.1
CC(=O)c1cccc(NC(=O)N2CCCC2C(=O)Nc2ccccc2)c1 (configuration not stated)	0.1	2	-7	-0.1
O=C(CCl)NCc1cc([N+](=O)[O-])ccc1O	2.4	9	18	1.0
O=C(c1ccc2c(=O)n(Cc3ccccc3Cl)c(=S)[nH]c2c1)N1CCN(c2ccccc2)CC1	0.6	15	-1	0.5
COc1cc(/C=C/C(=O)OCC(=O)NNC(=O)c2cc(Cl)ccc2OC)ccc1O	-1.0	9	5	0.0
CCc1c(C#N)c(N)nc2sc(C(=O)c3ccccc3)c(N)c12	1.0	2	-8	0.3
S=c1nc(NCCc2c[nH]c3ccccc23)c2ccccc2[nH]1	1.9	-7	-73	0.0
O=[N+]([O-])c1ccc(-c2nc(C=Nc3ccccc3Br)c(O)o2)cc1	-0.2	10	0	-0.1
CC(C)c1ccccc1OCC(=O)Nc1ccccc1C(N)=O	0.1	-1	-1	0.1
Cc1cc(C(=O)NCC2CCC3(CCN(Cc4ccccc4F)CC3)O2)no1 (configuration not stated)	-1.0	-3	1	-0.1
CC(=O)N1CCC2(CC1)CC(=O)c1cc(OCC(=O)O)ccc1O2	1.5	-12	-12	0.1
Nc1cc(S(=O)(=O)NCCCN2CCOCC2)ccc1Cl	3.3	-2	2	-0.1
CC1=C(C(=O)Nc2ccccc2)C(c2cccs2)C(C#N)=C(SCC(=O)c2ccc(F)cc2)N1 (configuration not stated)	-0.9	12	4	0.3
CCCCNC(=O)CSc1nc2ccccc2nc1Cc1ccc(F)cc1	-1.5	3	-10	0.0

Grouped by structure, the entries above with fluorine (5)
mol	GPR151 activ	MITF inh	TEAD-YAP inh	FBW7 activator
O=C1OC(c2ccc(Br)cc2)=N/C1=C\c1ccccc1C(F)(F)F	1.6	-5	-9	-0.1
O=C(Cn1c(C(F)(F)F)nc2ccccc21)N1CCCc2ccccc21	1.4	3	9	0.1
Cc1cc(C(=O)NCC2CCC3(CCN(Cc4ccccc4F)CC3)O2)no1 (configuration not stated)	-1.0	-3	1	-0.1
CC1=C(C(=O)Nc2ccccc2)C(c2cccs2)C(C#N)=C(SCC(=O)c2ccc(F)cc2)N1 (configuration not stated)	-0.9	12	4	0.3
CCCCNC(=O)CSc1nc2ccccc2nc1Cc1ccc(F)cc1	-1.5	3	-10	0.0

Compounds from the list above that contain an aryl methoxy group (3):
mol	GPR151 activ	MITF inh	TEAD-YAP inh	FBW7 activator
COc1ccc2nc(SCC(=O)Nc3ccccc3I)[nH]c2c1	-1.4	-10	0	-0.1
CCOC(=O)C1=C(C)N=c2s/c(=C\c3cc(Br)c(N(CC)CC)cc3OC)c(=O)n2C1c1ccc(OC)cc1OC (configuration not stated)	0.4	-8	0	-0.1
COc1cc(/C=C/C(=O)OCC(=O)NNC(=O)c2cc(Cl)ccc2OC)ccc1O	-1.0	9	5	0.0

Next structures follow.
mol	GPR151 activ	MITF inh	TEAD-YAP inh	FBW7 activator
CCOc1ccc(C=C2C(=O)OC(C)(C(C)(C)C)OC2=O)cc1[N+](=O)[O-] (configuration not stated)	4.8	-1	9	-0.1
CN1C(=O)/C(=C/c2cn(-c3ccccc3)nc2-c2ccc(F)cc2)N(C)C1=S	-0.7	7	6	0.2
Cc1ccccc1NC(=O)CSc1ccc(-c2ccc(-n3ccnc3)cc2)nn1	0.1	-1	10	0.1
Cc1ccc(N2CC(NC(=O)N3CCN(Cc4ccc5c(c4)OCO5)CC3)CC2=O)cc1 (configuration not stated)	2.6	12	-1	0.1
COC(=O)c1cc(S(=O)(=O)N2CCN(c3cccc(OC)c3)CC2)cn1C	0.8	-1	2	-0.1
CCCOC(=O)c1ccc(NS(=O)(=O)c2ccc(NC(C)=O)cc2)cc1	-0.1	6	7	0.0
O=C1Nc2ccccc2O/C1=C\c1c(F)cccc1Cl	-1.4	6	7	0.7
COc1cccc(C2(C)NC(=O)N(NC(=S)Nc3cccc(C)c3)C2=O)c1 (configuration not stated)	-0.7	8	1	0.4
CCC(=O)Nc1ccc(C(=O)CSc2nc(C)c(CC)c(=O)[nH]2)cc1OC	0.5	10	-8	0.0
CC(C)c1ccccc1NC(=O)CN(c1cccc(C(F)(F)F)c1)S(C)(=O)=O	-1.7	10	13	0.4
CCSCCOC(=O)C1=C(C)NC2=C(C(=O)C(C(=O)OC)C(C)C2)C1c1ccc(O)cc1 (configuration not stated)	2.5	19	-11	1.1
NC(=O)c1c(NS(=O)(=O)c2ccc(F)cc2)sc2c1CCCC2	-1.0	11	9	0.0
O=C(NN1C(=O)c2ccccc2NC1c1ccccn1)c1ccc(Br)cc1 (configuration not stated)	1.1	9	-3	0.5
O=C(CCCCCn1c(SCc2cccc(F)c2)nc2cc3c(cc2c1=O)OCO3)NCc1ccc2c(c1)OCO2	-0.1	9	-4	-0.1
CC(=O)Nc1nc2cc3nc(NC(C)=O)sc3cc2s1	0.2	-5	-59	0.1
CC(=O)N1CCC(N(C(=O)CSCCNC(=O)c2ccco2)C2CC2)CC1	2.7	-5	-1	-0.1
CN(C)S(=O)(=O)c1ccc(C(=O)Nc2ccc(Cc3ccncc3)cc2)cc1	0.8	-5	22	-0.1
CCCSc1cc(C)[nH]c(=O)n1	-0.6	9	-3	0.2
CCc1ccc(NC(=O)Cn2cnc3cc(C)c(C)cc32)cc1	-0.4	-5	9	0.0
O=C(C1CCOC1)N1CCC2(CC1)CC2C(=O)N1CCN(C/C=C/c2ccccc2)CC1 (configuration not stated)	0.9	-4	4	0.0
COc1ccc(-n2nnc3c(=O)n(CC(N)=O)cnc32)cc1	-0.6	22	4	-0.2
COCc1c(C(=O)N/N=C\c2c(O)ccc3ccccc23)nnn1-c1nonc1N	2.4	0	3	0.1
Cn1c(/C=C(\O)c2ccccc2)nc2ccccc21	1.7	6	-21	-0.3
O=C(NCCc1ccccc1)C(=O)Nc1ccc(Cl)cc1	-0.3	3	3	0.1
Cc1cc(C)c2c(-n3cccc3)c(C(=O)NCCN(C)C)sc2n1	-0.4	5	0	0.0
O=C(O)CN1CCN(Cc2ccccc2)C1=O	0.9	-6	8	-0.2
COc1cc2ccc(=O)oc2c(O)c1O	-1.9	19	-4	-0.2
COC(=O)c1sc(NC(=O)c2csc3c2CCCC3)nc1C	-0.3	-1	-46	-0.1
Cc1ccc(S(=O)(=O)NCc2ccc(C=O)o2)cc1	-0.4	15	2	-0.1
Cc1ccc(NC(=O)c2cc(S(=O)(=O)N3CCN(c4ccccc4)CC3)ccc2F)cc1Cl	-0.5	5	8	0.0
C=CCn1c2ccccc2c2nnc(SCC(=O)N3CCCCC3)nc21	-1.0	3	-4	0.0
CC(C)(C)c1ccc(C(=O)NCc2nnc(SCC(=O)NC3CCCCC3)o2)cc1	-1.9	4	-6	0.2
Cc1c(C(=O)O)sc2nc[nH]c(=O)c12	-0.9	-5	-9	-0.1
CCN1C2=NC(=O)/C(=C\c3ccc([N+](=O)[O-])s3)N2c2ccccc21	-0.8	5	1	0.0
COc1cc2nc(Nc3cccc(N(C)C)c3)nc(NCc3cccc(C(F)(F)F)c3)c2cc1OC	1.7	5	5	0.0
O=C(Oc1coc(CSc2ncccn2)cc1=O)c1ccc2c(c1)OCO2	-1.3	25	-9	-0.1
CCOc1ccc2nc(NC(=O)Cc3ccccc3)sc2c1	-0.1	6	-28	0.6
CCOC(=O)/C(C#N)=C/c1c(Oc2ccc(Cl)cc2)nc2ccccn2c1=O	0.1	8	3	-0.1
FC(F)(F)c1cccc(CNc2nc(N3CCN(c4ccccn4)CC3)nc3nc[nH]c23)c1	-0.4	-1	-7	0.1
Cc1cc(=O)[nH]c(N2CCN(C(=O)N3CCCCC3)CC2)n1	-0.2	4	1	0.7
CC1(C)S[C@@H]2[C@H](NC(=O)[C@H](N)c3ccc(O)cc3)C(=O)N2[C@H]1C(=O)O	4.1&1.5	-2&-17	/	0.0&-0.1
O=C(COc1ccccc1)NCc1n[nH]c(=S)n1-c1ccc(Br)cc1	1.4	6	-16	0.3
C=CCn1c(COc2cc(C)ccc2C(C)C)nc2ccccc21	1.4	-4	3	0.2
CCN(CC)c1ccc(C2C(C#N)=C(N)Oc3n[nH]c(-c4ccc(OC)cc4)c32)cc1 (configuration not stated)	0.1	5	-10	0.1
COc1ccc(Br)cc1C(=O)Nc1ccc(Cl)c(-c2nc3ccccc3[nH]2)c1	0.7	17	-1	0.2
COC(=O)Nc1ccc(S(=O)(=O)N2CCN(CCN3C(=O)C4C5C=CC(C5)C4C3=O)CC2)cc1 (configuration not stated)	-1.4	-4	0	0.0
CCOC(=O)c1c(NC(=O)c2ccco2)sc(C(=O)OC)c1C	-0.4	-2	9	-0.1
CCOC(=O)N1CCN(C(=O)c2ccc(C)cc2Cl)CC1	2.1	7	7	0.1
COc1cccc(CC(=O)Nc2ccc3nc4n(c(=O)c3c2)CCCC4)c1	-0.2	6	-5	0.0
COc1ccc(C(C2=C(O)CCCC2=O)C2=C(O)CCCC2=O)cc1OC	-0.5	-4	-2	0.3
Cc1cccc(C(=O)Nc2sc3c(c2C(=O)Nc2ccccn2)CCCC3)c1	-0.6	14	-5	0.2
O=C(C1Cc2ccccc2O1)N1CCC(n2c(C3CCC3)nc3cccnc32)CC1 (configuration not stated)	0.3	14	6	0.0
O=S(=O)(c1ccc2oc(Nc3ccc(Cc4ccncc4)cc3)nc2c1)N1CCCCC1	-0.3	-5	-8	0.1
CCOC(=O)C1=C(C)OC(N)=C(C#N)C1c1cc(OC)c2c(c1)OCO2 (configuration not stated)	-1.0	2	5	-0.2
CC(C(=O)NCC1CCCO1)n1sc2ccccc2c1=O (configuration not stated)	3.5	-5	7	-0.3
Cc1cc(Cl)c(S(=O)(=O)Nc2ccc(C#N)cc2)cc1OCC(N)=O	-0.7	-13	3	-0.1
Cc1ccc(C)c(OCCCCN2CCNCC2)c1	-0.4	-10	-9	-0.1
CC1=C(C(=O)OCc2ccccc2)C(c2cccc(O)c2)NC(=O)N1 (configuration not stated)	-1.0	0	-3	0.4
Cc1cccc(-c2ncc(CN3CCN(C4CCCC4)C(CCO)C3)cn2)c1 (configuration not stated)	1.7	-4	7	-0.1
Cc1ccc(C)c(NC(=O)c2ccc3c(c2)N(Cc2ccc(F)cc2)C(=O)CS3=O)c1 (configuration not stated)	-0.3	-9	-9	0.2

Other compounds follow.
mol	GPR151 activ	MITF inh	TEAD-YAP inh	FBW7 activator
C=CCOc1nc(-c2ccc(Cl)cc2)nc2ccccc12	-0.4	-2	0	-0.2
COCCn1c(CCC(=O)O)ccc1-c1cccs1	-1.0	20	0	0.5
CNNC(=S)Nc1cc(C(F)(F)F)cc(C(F)(F)F)c1	4.4	4	8	0.1
Cc1ccc(S(=O)(=O)N(CC(=O)Nc2cccc(Cl)c2Cl)c2cccc(Cl)c2)cc1	1.1	8	8	-0.1
COc1cccc(C(=O)NNC(=O)C(C)C)c1	-0.3	-12	3	-0.1
COc1ccc(-c2noc(CN3CCOCC3)n2)cc1	-0.6	5	-48	-0.2
CC1Cc2ccccc2N1C(=O)Cn1nnc(-c2ccc(N)cc2)n1 (configuration not stated)	-0.6	-11	5	-0.1
O=C(N/N=C/c1ccc([N+](=O)[O-])o1)c1cc(Br)cc(Br)c1O	1.0	9	9	-0.2
COc1ccccc1CN(Cc1cc2ccc(C)cc2n2nnnc12)C(=O)N(C)C	0.1	20	8	0.1
CCOC(=O)C1=C(C)NC(=S)NC1c1cccc(OC)c1 (configuration not stated)	-0.7	0	6	-0.2
COc1ccc(/C=C(/NC(=O)c2ccc(OC)c(OC)c2)C(=O)NCCCn2ccnc2)cc1	0.1	-15	-7	-0.1
CC(=O)Nc1ccc(-n2nnnc2SCC(=O)Nc2ccc(N(C)C)cc2)cc1	1.9	3	8	-0.1
COC(=O)c1cccc(NC(=O)CSc2nnnn2-c2ccc(OC)c(OC)c2)c1	0.1	-4	-9	-0.1
CC1=C(C(=O)Nc2ccccc2)C(c2cccs2)C(C#N)=C(SCC(=O)Nc2ccc3ccccc3c2)N1 (configuration not stated)	-0.4	3	3	-0.1
c1ccc(C(c2nnnn2-c2ccccc2)N2CCOCC2)cc1 (configuration not stated)	-1.5	0	10	0.0
COc1ccc(/C=C(/NC(=O)c2ccc([N+](=O)[O-])cc2)C(=O)N2CCCCC2)cc1	-2.3	7	2	0.0
O=C(NC1CCCCC1)NC1(C(=O)NCc2ccco2)CCCCC1	-0.5	3	2	-0.2
